Screening results from PubChem BioAssay.
CHOP UPR activ: apoptotic UPR (CHOP) activation | actives 0.34% (n = 330,000) | activation, % at 10 µM | CHO-CHOP luciferase reporter, luminescence; percent of tunicamycin response over DMSO baseline;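 active means at 10 µM dose, activation of 40% or more, normalized to positive control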;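 further: 100% = tunicamycin at 10 µg/mL and 0% = DMSO alone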
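Assay system: CHO-CHOP cells, stable luciferase reporter of PERK-eIF2a-CHOP signalling / Buffer or medium: F12 plus 10% serum / Compound dosing: one dose, 10 µM in 0.5% DMSO / Times: 6 h compound treatment, 37 °C / Technique: luciferase luminescence / Read-out: % reporter activation, DMSO baseline versus tunicamycin full activation / Benchmarks: tunicamycin and DMSO controls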
tim23-1 inh: growth inhibitors of tim23-1 mutant yeast; S. cerevisiae tim23-1 growth, BacTiter-Glo luminescence, 24 h; AID 463212; inhibition, % at 20 µM; actives 1.3% (n = 330,000);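 active means growth inhibition of the mutant yeast at or above 50%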;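 further: temperature-sensitive mutant grown at 25 °C; plate controls were DMSO-treated mutant yeast for no effect and medium wells lacking yeast for full effect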
APJ ag: APJ receptor agonism. P35414. CHO-K1 APJ PathHunter beta-arrestin, luminescence; 0% DMSO wells, 100% apelin. activation, % at 20 µM. actives 0.11% (n = 330,000). AID 2520;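 active means activation more than six SD over the plate average, tested at 20 µM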;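 further: 0% = DMSO alone and 100% = apelin-13 at 10 nM; some results filed as inactive read as strong as hits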
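Material: CHO-K1 APJ beta-arrestin complementation cell line; Input: cell density 1000 per well; Incubation: compound stimulation 90 min at 25 °C, detection 60 min; Signal: luminescence from split beta-galactosidase complementation, Galacton Star/Emerald II substrate; Controls: DMSO-only wells as negative, 10 nM Apelin-13 as positive control.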
EBI2 antag: EBI2 (human) antagonism | EBI2 beta-arrestin recruitment, luminescence, 7a,25-OHC stimulated | actives 0.81% (n = 360,000) | AID 651636 | inhibition, % at 5 µM | P32249; in the data active means inhibition above about 38%;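 further: enzyme fragment complementation signal reports receptor beta-arrestin coupling in cells; 0% = agonist plus DMSO wells and 100% = wells without agonist; some results beyond the cut were filed as inactive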
Target sequence (P32249 whole entry, looked up, the tested form may be a part): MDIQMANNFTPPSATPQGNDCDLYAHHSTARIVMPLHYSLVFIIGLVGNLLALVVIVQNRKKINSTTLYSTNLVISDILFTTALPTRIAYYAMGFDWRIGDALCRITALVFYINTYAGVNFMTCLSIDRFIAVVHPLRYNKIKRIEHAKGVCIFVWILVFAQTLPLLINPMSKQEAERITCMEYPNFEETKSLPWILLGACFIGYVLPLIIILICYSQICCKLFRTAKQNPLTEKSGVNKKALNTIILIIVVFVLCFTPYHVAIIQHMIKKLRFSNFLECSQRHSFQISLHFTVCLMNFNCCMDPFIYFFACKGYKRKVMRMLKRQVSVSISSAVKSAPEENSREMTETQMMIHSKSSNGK
XBP1 UPR activ: activators of adaptive arm of unfolded protein response (XBP1); CHO-XBP1 luciferase reporter, IRE1-XBP1 UPR activation, luminescence; percent of tunicamycin response, DMSO as zero; actives 0.33% (n = 330,000); activation, % at 20 µM;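 active means versus positive control, 20 µM dose yields 30% or more activation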;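 further: 100% = tunicamycin at 10 µg/mL and 0% = DMSO only wells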
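Material: IRE1-XBP1 luciferase reporter CHO line / Quantity: one thousand reporter cells per well / Buffer or medium: F12 with 10% serum / Compound: 20 µM single concentration, DMSO 1% / Times: 6 h treatment, 37 °C / Detection: Steady-Glo luciferase glow luminescence, 10 min after reagent addition / Benchmarks: tunicamycin high, DMSO low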
CXCR6 inh: blocks human CXCR6 beta-arrestin recruitment; O00574; CHO-K1 PathHunter CXCR6 beta-arrestin, luminescence; inhibition, % at 20 µM; actives 0.36% (n = 360,000); in the data active means inhibition above about 34%, passing the limit was not always enough;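 further: antagonist mode with CXCL16 agonist at 10 nM final; 0% = 10 nM CXCL16 with DMSO and 100% = unstimulated wells without agonist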
Target sequence (O00574 whole entry, looked up): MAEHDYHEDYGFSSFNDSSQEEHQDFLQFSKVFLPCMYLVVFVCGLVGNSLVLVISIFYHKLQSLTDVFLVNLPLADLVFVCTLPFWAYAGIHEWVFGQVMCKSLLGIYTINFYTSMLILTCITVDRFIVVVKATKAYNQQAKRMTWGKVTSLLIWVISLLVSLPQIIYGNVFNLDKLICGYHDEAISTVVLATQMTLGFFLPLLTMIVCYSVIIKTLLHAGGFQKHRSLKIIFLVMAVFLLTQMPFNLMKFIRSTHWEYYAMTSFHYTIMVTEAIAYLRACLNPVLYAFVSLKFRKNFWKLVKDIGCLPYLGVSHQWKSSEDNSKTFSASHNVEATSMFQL
Mdm2 MdmX PPI: inhibitors of human Mdm2/MdmX interaction. inhibition, % at 8 µM. O15151+Q00987. SaOS-2 split-luciferase Mdm2/MdmX complementation, luminescence. AID 485346. actives 3% (n = 330,000);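 active means inhibition of at least 50% at 8 µM in the primary screen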
APJ antagonist: APJ receptor antagonism; CHO-K1 APJ beta-arrestin complementation, luminescence; inhibition, % at 20 µM; actives 0.32% (n = 330,000); AID 2521;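 active means inhibition above about 40% at 20 µM, limit read from the data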;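 further: cells challenged with 10 nM apelin-13 agonist together with compound; plate controls were apelin-13 plus DMSO wells for no effect and DMSO wells lacking apelin-13 for full effect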
CCR6 antag: antagonists of human CCR6 receptor. AID 493098. CHO-K1 CCR6 PathHunter beta-arrestin, luminescence, CCL20-stimulated. inhibition, % at 20 µM. actives 0.49% (n = 340,000);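 active means compounds whose inhibition of the agonist-driven luminescence signal at 20 µM reaches about 50%, limit read from the data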;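 further: cells stimulated with CCL20 at 14 nM final; plate controls were DMSO with CCL20 for no effect and DMSO without agonist for full effect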
Target sequence (P51684 whole entry, looked up): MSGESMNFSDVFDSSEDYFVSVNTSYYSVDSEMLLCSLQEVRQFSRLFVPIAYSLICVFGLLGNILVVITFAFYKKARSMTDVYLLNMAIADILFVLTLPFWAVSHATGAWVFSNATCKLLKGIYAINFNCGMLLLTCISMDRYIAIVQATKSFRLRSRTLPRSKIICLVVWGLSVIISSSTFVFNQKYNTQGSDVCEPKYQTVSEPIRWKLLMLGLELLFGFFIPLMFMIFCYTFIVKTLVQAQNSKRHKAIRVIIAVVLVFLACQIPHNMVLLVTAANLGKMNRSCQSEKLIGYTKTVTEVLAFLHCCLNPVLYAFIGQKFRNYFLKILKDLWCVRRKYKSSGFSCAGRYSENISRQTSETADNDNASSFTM
Starred values were filed as active, the others as inactive.

SMILES	CHOP UPR activ	tim23-1 inh	APJ ag	EBI2 antag	XBP1 UPR activ	CXCR6 inh	Mdm2 MdmX PPI	APJ antagonist	CCR6 antag
FC(F)C(F)(F)C1=CC(c2cccs2)=NCCN1	-1.6	6	0	-1	-2	7	11	-4	15
CS(=O)(=O)N(CC(=O)NCCc1ccccc1)c1cccc([N+](=O)[O-])c1	-0.3	20	1	2	-3	-5	-14	3	5
CCCCCc1c(O)nc(SCC(=O)NCC2CCCO2)[nH]c1=O (stereo not given)	6.7	-8	-2	-4	-1	6	7	5	-10
CCOC(=O)c1cnc(-n2nc(C)cc2C)nc1N1CC(C)OC(C)C1 (stereo not given)	-1.8	31	-1	-9	0	-4	1	11	-10
CCCNC(=O)NC(=O)COc1ccc2oc3ccccc3c2c1	-2.1	1	-1	-1	-1	-4	33	9	19
COc1ccc(Cl)cc1N(CC(=O)NC1CC1)S(=O)(=O)c1ccc(C)c([N+](=O)[O-])c1	0.1	4	-3	-2	-3	6	-3	-3	14
O=C(CN1CCCCC1)Nc1ccc(N2CCCCCC2)cc1	-0.7	-1	-3	6	-3	-12	16	-6	-9
Cc1cccc(N2CCN(C(=O)CNC(=O)c3cccc([N+](=O)[O-])c3)CC2)c1C	-2.0	27	-3	-9	-7	0	28	-7	-2
Cc1ccc(Cl)cc1N1CCN(CC(=O)NC2CCCc3ccccc32)CC1 (stereo not given)	-3.2	39	-1	12	2	-2	17	-12	36
Cc1cc(C(=O)NC2CCCC2)c2ccccc2n1	0.0	0	-3	-20	4	-2	16	2	-6
Cc1cccc(S(=O)(=O)c2c(N)n(-c3ccccc3)c3nc4ccccc4nc23)c1	5.1	15	2	3	1	16	-1	-7	17
COc1cccc(C(=O)NCCS(=O)(=O)NC(C)CCc2ccccc2)c1 (stereo not given)	-0.1	12	-2	-18	-3	11	-1	20	7
CCOc1ccc(N2CSC(=S)N(c3ccc(OCC)cc3)C2)cc1	2.2	-11	-4	62*	3	6	13	5	8
Cc1cccc2c1NC(=O)C21OCC(CO)([N+](=O)[O-])CO1 (stereo not given)	-0.1	1	-3	-8	0	2	13	10	11
CC(=NNC(=O)CCC(=O)Nc1ccccc1Cl)c1ccco1	-0.3	5	-6	-6	2	5	20	1	6
Cc1ccc(S(=O)(=O)N2CCCC2C(=O)OCc2nc3sc(C)c(C)c3c(=O)[nH]2)cc1 (stereo not given)	-1.1	1	-1	8	-2	-4	-16	9	-7
Nc1nc2ccccc2n1/N=C/c1ccc([N+](=O)[O-])s1	2.8	42	8	-12	-1	-9	56*	-16	5
CC[C@@]1(C(=O)OC)N[C@H](CN(C)C(=O)Nc2ccc(C(F)(F)F)cc2)[C@@H]2C(=O)N(C)C(=O)[C@@H]21	2.6	12	-3	-6	-2	-3	-4	8	-6
Cc1ccc2oc(-c3ccco3)cc(=O)c2c1	4.1	12	-3	20	1	7	-87	8	2
Cc1ccccc1C(OCC(O)CN1CCN(CCO)CC1)c1ccccc1 (stereo not given)	0.1	2	-1	-2	-1	-8	4	-2	11
Oc1ccccc1C1OCC2(CO1)COC(c1ccccc1O)OC2 (stereo not given)	1.8	21	-1	-6	2	-2	-9	-24	2
COc1ccc(CCC(=O)NCc2ccc3c(c2)OCO3)cc1	2.1	-5	-4	2	1	4	20	-4	18
Cc1ccc(NS(=O)(=O)c2ccc(F)cc2)nc1	-0.3	0	-1	0	-4	-6	1	-11	3
Cc1c(-c2ccc(Br)cc2)nc2ccccn12	4.1	25	-2	21	2	-4	-187	11	-10
COc1cc(-c2noc(-c3ccco3)n2)cc(OC)c1OC	-0.2	26	-1	6	5	0	-10	-3	8

2 records drawn at random from the list so far, as already listed:
SMILES	CHOP UPR activ	tim23-1 inh	APJ ag	EBI2 antag	XBP1 UPR activ	CXCR6 inh	Mdm2 MdmX PPI	APJ antagonist	CCR6 antag
Cc1cccc(S(=O)(=O)c2c(N)n(-c3ccccc3)c3nc4ccccc4nc23)c1	5.1	15	2	3	1	16	-1	-7	17
Cc1cccc2c1NC(=O)C21OCC(CO)([N+](=O)[O-])CO1 (stereo not given)	-0.1	1	-3	-8	0	2	13	10	11

More entries follow:
SMILES	CHOP UPR activ	tim23-1 inh	APJ ag	EBI2 antag	XBP1 UPR activ	CXCR6 inh	Mdm2 MdmX PPI	APJ antagonist	CCR6 antag
CC(OC(=O)C1CC1C)C(=O)Nc1ncc(Cl)cc1Cl (stereo not given)	-0.3	18	-5	-3	-1	-10	9	6	3
COc1cc(/C=C2/CCc3ccccc3C2=O)cc(OC)c1OC	4.4	42	2	2	6	-21	45	-7	9
CCOC(=O)c1sc2nc(NC(=O)COc3ccccc3)sc2c1C	2.1	5	-2	-9	3	0	-34	6	9
Cc1ccc(C(=O)COC(=O)C2CC(=O)N(c3nc(-c4ccccc4)cs3)C2)cc1 (stereo not given)	-2.8	11	-4	8	5	4	20	-7	-12
O=C(NNC(=O)c1cccc2ccccc12)c1ccccc1O	-1.2	22	-3	10	-2	8	52*	-22	0
O=C1NCCCC1C(=O)N1CCN(C(=O)c2ccco2)CC1 (stereo not given)	0.2	-10	-2	1	0	-2	16	11	2
Cc1ccccc1NCC(=O)N/N=C/c1c(C)c(C(=O)c2ccc(Cl)cc2)n2ccccc12	2.2	13	0	9	-2	7	48	3	19
COc1ccc(C(=O)N2CCN(C(=O)CC(C)C)CC2)cc1OC	1.7	5	-3	-7	-3	-5	-2	0	-7
CCOCCCNC(=S)NNC(=O)CCn1nc(C)c(Br)c1C	-0.9	14	-6	6	-2	12	5	32	39
CCCCOc1ccc(C(=O)N(CC)CC(=O)NCc2cccs2)cc1	4.7	21	-1	-10	-1	-14	7	13	7
Cc1cc(=O)oc2cc(OCC(=O)N3CCC(C(N)=O)CC3)ccc12	1.8	-12	-2	-10	2	-2	-2	18	0
CCC(Sc1ccccc1C(=O)O)C(=O)O (stereo not given)	-0.2	21	3	-3	-2	5	-12	-1	3
CCOC(=O)N1CCN(S(=O)(=O)c2ccc3c(c2)C(C)C(=O)N3)CC1 (stereo not given)	0.9	8	-1	-3	-2	-2	2	-44	3
Cc1ccc(S(=O)(=O)NCc2cccnc2)cc1	3.8	-19	-1	8	-6	4	4	22	-10
Cc1ccc(CN2CCN(Cc3ccccc3-c3ccco3)CC2CCO)o1 (stereo not given)	0.1	10	-2	1	-2	-3	-15	3	-2
CCc1cc(C(=O)Cc2cnn(-c3ccccc3)c2)c(O)cc1O	-2.2	10	0	5	-2	2	13	1	7
Cc1ccc(C(=O)NCC2CCCO2)cc1[N+](=O)[O-] (stereo not given)	-0.1	-4	-2	-5	-5	-11	35	8	11
Cc1ccc(S(=O)(=O)N(C)CC(=O)O/N=C(\N)c2cccnc2)cc1	-1.1	21	24	-9	0	-14	10	-75	-18
COC(=O)c1ccc(Cl)c(NC(=O)CN2CCC(C)CC2)c1	1.3	9	-4	-1	1	5	-11	9	7
Cn1nc(-c2ccc(Cl)cc2)c2cc(C(=O)NCc3ccco3)sc21	4.3	40	3	26	-1	6	48	-4	32
Cc1cccc2c1cnn2C(=O)Nc1ccccc1Br	5.0	7	1	-9	5	-4	-95	-4	8
O=S(=O)(CCSc1nc2ccccc2s1)c1nc2ccccc2s1	108*	18	4	-11	-4	-1	99*	-3	3
Cc1ccc(S(=O)(=O)N2CCCCC2C(=O)N2CCN(Cc3ccccc3)CC2)cc1 (stereo not given)	-2.8	25	-1	3	-2	6	2	5	8
COc1ccc(C(NC(=O)CNC(C)=O)C(=O)Nc2ccc3c(c2)OCCO3)cc1 (stereo not given)	-1.5	14	0	-7	-5	0	-4	14	7
CCC(=O)Nc1sc(Cc2ccccc2)c(C)c1C(N)=O	-1.0	38	-4	38	-1	2	8	-2	2

Some of the entries so far, in CSV form:
SMILES,CHOP UPR activ,tim23-1 inh,APJ ag,EBI2 antag,XBP1 UPR activ,CXCR6 inh,Mdm2 MdmX PPI,APJ antagonist,CCR6 antag
FC(F)C(F)(F)C1=CC(c2cccs2)=NCCN1,-1.6,6,0,-1,-2,7,11,-4,15
CS(=O)(=O)N(CC(=O)NCCc1ccccc1)c1cccc([N+](=O)[O-])c1,-0.3,20,1,2,-3,-5,-14,3,5
CCCCCc1c(O)nc(SCC(=O)NCC2CCCO2)[nH]c1=O (stereo not given),6.7,-8,-2,-4,-1,6,7,5,-10
CCOC(=O)c1cnc(-n2nc(C)cc2C)nc1N1CC(C)OC(C)C1 (stereo not given),-1.8,31,-1,-9,0,-4,1,11,-10
CCCNC(=O)NC(=O)COc1ccc2oc3ccccc3c2c1,-2.1,1,-1,-1,-1,-4,33,9,19
COc1ccc(Cl)cc1N(CC(=O)NC1CC1)S(=O)(=O)c1ccc(C)c([N+](=O)[O-])c1,0.1,4,-3,-2,-3,6,-3,-3,14
O=C(CN1CCCCC1)Nc1ccc(N2CCCCCC2)cc1,-0.7,-1,-3,6,-3,-12,16,-6,-9
Cc1cccc(N2CCN(C(=O)CNC(=O)c3cccc([N+](=O)[O-])c3)CC2)c1C,-2.0,27,-3,-9,-7,0,28,-7,-2
Cc1ccc(Cl)cc1N1CCN(CC(=O)NC2CCCc3ccccc32)CC1 (stereo not given),-3.2,39,-1,12,2,-2,17,-12,36
Cc1cc(C(=O)NC2CCCC2)c2ccccc2n1,0.0,0,-3,-20,4,-2,16,2,-6
Cc1cccc(S(=O)(=O)c2c(N)n(-c3ccccc3)c3nc4ccccc4nc23)c1,5.1,15,2,3,1,16,-1,-7,17
COc1cccc(C(=O)NCCS(=O)(=O)NC(C)CCc2ccccc2)c1 (stereo not given),-0.1,12,-2,-18,-3,11,-1,20,7
CCOc1ccc(N2CSC(=S)N(c3ccc(OCC)cc3)C2)cc1,2.2,-11,-4,62*,3,6,13,5,8
Cc1cccc2c1NC(=O)C21OCC(CO)([N+](=O)[O-])CO1 (stereo not given),-0.1,1,-3,-8,0,2,13,10,11
CC(=NNC(=O)CCC(=O)Nc1ccccc1Cl)c1ccco1,-0.3,5,-6,-6,2,5,20,1,6

Continuation:
SMILES	CHOP UPR activ	tim23-1 inh	APJ ag	EBI2 antag	XBP1 UPR activ	CXCR6 inh	Mdm2 MdmX PPI	APJ antagonist	CCR6 antag
CCN1CCN(C(=O)CN(CC)S(=O)(=O)c2ccc(Cl)cc2)CC1	-0.5	12	-4	4	-1	4	-23	-6	0
O=C(N/N=C/c1ccc([N+](=O)[O-])s1)c1ccccc1Br	-0.9	77*	1	-3	6	-5	22	-30	21
O=C1CN(C(=O)COC(=O)CNC(=O)c2ccc(Br)o2)c2ccccc2N1	-0.7	-2	-2	2	-3	7	6	12	0
Cc1onc(-c2ccccc2)c1C(=O)OCC(=O)Nc1ccc(C#N)cc1	-1.8	34	1	9	-2	-4	19	5	10
O=C1NN(c2ccc(F)c(Cl)c2)C(=O)/C1=C\c1cccc(OC(=O)c2cccs2)c1	2.4	33	-1	-21	5	5	11	9	34
COc1cc(-c2nc(Cc3ccccc3Cl)no2)cc(OC)c1OC	-0.8	29	-3	10	2	0	7	22	-2

The list is partial; the hit share may differ from the screen's.
